Screening results from PubChem BioAssay.
Artemis endo inh – Artemis (human) endonuclease inhibition; Q96SD1; recombinant Artemis, quenched FAM hairpin cleavage fluorescence; inhibition, % at 10 µM; 0.78% of 30,000 active;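 active = at 10 µM dose, at least 30% inhibition, measured as corrected fluorescence normalized to stimulator and neutral control wells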
Target sequence (Q96SD1 whole entry, looked up): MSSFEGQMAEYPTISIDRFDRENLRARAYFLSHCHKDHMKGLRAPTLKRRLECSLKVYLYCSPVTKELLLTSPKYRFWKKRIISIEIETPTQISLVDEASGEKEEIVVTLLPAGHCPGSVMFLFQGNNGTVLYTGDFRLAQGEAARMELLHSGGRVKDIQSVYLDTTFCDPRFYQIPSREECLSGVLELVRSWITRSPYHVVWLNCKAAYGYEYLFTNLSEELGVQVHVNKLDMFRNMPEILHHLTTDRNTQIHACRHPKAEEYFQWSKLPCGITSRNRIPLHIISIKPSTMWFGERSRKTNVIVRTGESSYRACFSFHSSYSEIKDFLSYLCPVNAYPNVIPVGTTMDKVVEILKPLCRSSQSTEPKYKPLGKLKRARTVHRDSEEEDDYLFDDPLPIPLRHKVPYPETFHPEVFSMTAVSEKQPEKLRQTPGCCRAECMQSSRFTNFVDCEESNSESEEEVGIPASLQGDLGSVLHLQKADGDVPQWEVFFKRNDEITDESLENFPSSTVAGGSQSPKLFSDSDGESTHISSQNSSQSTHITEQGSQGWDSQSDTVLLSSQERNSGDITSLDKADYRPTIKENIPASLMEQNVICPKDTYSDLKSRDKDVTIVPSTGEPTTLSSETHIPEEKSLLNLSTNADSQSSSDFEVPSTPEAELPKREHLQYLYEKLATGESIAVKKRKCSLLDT
* hit, by the source's call.

| structure | Artemis endo inh |
| --- | --- |
| COc1ccc(CNc2ncnc(N)n2)cc1 | 2 |
| O=S(=O)(c1cccs1)N1CN(Cc2ccc(Cl)cc2)c2nc3ccccc3nc21 | 5 |
| CN(N)c1nc(-c2ccccc2)nnc1C(F)(F)F | -1 |
| COc1ccc2cc(C(=O)NCC(=O)O)sc(=O)c2c1OC | 7 |
| Cc1nnc(NC2(C(F)(F)F)C(=O)Nc3c2c(=O)n(C)c(=O)n3C)s1 (stereo not given) | -5 |
| COc1ccc(/C=C\C(=O)c2c(O)ccc3c(C)cc(=O)oc23)cc1OC | 10 |
| CCC(c1nnnn1CCOC)N1CCN(Cc2ccccc2)CC1 (stereo not given) | -1 |
| O=C(c1cccc(Cl)c1)N1CCN(Cc2ccccc2F)CC1 | -4 |

Next section:
| structure | Artemis endo inh |
| --- | --- |
| COc1ccc(NS(=O)(=O)c2cccc(C(=O)OCC(=O)Nc3cc(C)on3)c2)cc1 | -8 |
| CCc1nnc(NC(=O)CSc2nc3ccccc3s2)s1 | -4 |
| COc1ccc(OC)c(NC(=O)CSc2nc(N)c(-c3ccccc3)c(=O)[nH]2)c1 | 3 |
| COc1cccc(/C=N/NC(=O)c2nc(-c3ccccc3)cc(-c3ccccc3)n2)c1 | 21 |
| O=c1cc(N2CCN(c3ccccc3)CC2)[nH]c(=O)n1C1CCCCC1 | 2 |
| Cc1ccc(NC(=O)C2CCN(S(=O)(=O)c3cccs3)CC2)cc1C | 0 |
| OC1(c2ccc3ccccc3c2)CCN(Cc2ccccc2)C1 (stereo not given) | -1 |
| COc1ccc2nc(NC(=O)C3CCCN(S(=O)(=O)c4cccc5nonc45)C3)sc2c1 (stereo not given) | 21 |

Following part.
| structure | Artemis endo inh |
| --- | --- |
| CCC(C)(C)n1nnnc1C(c1ccc(C)cc1)N(Cc1ccco1)Cc1cccs1 (stereo not given) | 7 |
| O=C(O)c1cc(-c2ccccc2Cl)n[nH]1 | -9 |
| COCCCN1C(=O)C(=O)/C(=C(/O)c2ccc(OC)cc2)C1c1cccc(OC)c1 (stereo not given) | -1 |
| Cc1cc(C)c(C#N)c(SCC(=O)N2CCCCC2)n1 | -5 |
| CCCN(C(=O)c1ccco1)c1nnc(-c2ccncc2)s1 | -3 |
| CCN1CCN(C(=O)c2sc3nc(C)nc(N4CCC(C)CC4)c3c2C)CC1 | 1 |
| COc1ccc(S(=O)(=O)c2ccc(OC)cc2)cc1 | -7 |
| COC(=O)C1(c2ccccc2)NC(c2cccs2)C2C(=O)N(c3ccccc3)C(=O)C21 (stereo not given) | -4 |

(list continues)
| structure | Artemis endo inh |
| --- | --- |
| CCc1nc2ccccc2c(NC(=O)CN2CCC(C)CC2)c1C | -3 |
| Cc1cc(C)c2c(CC(=O)Nc3nccs3)coc2c1 | -1 |
| CCSc1nc2c(c(-c3ccc(C)o3)c1C#N)CCCC2 | -1 |
| CCn1c(=O)c(C(=O)NCCNCCO)c(O)c2ccccc21 | 0 |
| CC1CCN(CCCn2c(=S)[nH]c3ccccc3c2=O)CC1 | -3 |
| CCOC(=O)C1CCN(C(=O)COc2ccc(Cl)cc2C)CC1 | 3 |
| Cc1nc2ccccc2cc1O | 2 |
| COc1ccc(N2CCN(C(=O)COc3ccc4ccccc4c3)CC2)cc1 | 4 |

Further results.
| structure | Artemis endo inh |
| --- | --- |
| Cc1occc1-c1nnc(SCC(=O)N(C)CCC#N)n1N | 0 |
| CSc1nsc(SCC(=O)NC2CCCCC2)n1 | 1 |
| N#Cc1cc(Cl)c(N2CCOCC2)cc1C#N | 2 |
| CC(=O)C1=C(C)NC(SCc2cccc([N+](=O)[O-])c2)=C(C#N)C1c1ccco1 (stereo not given) | 5 |
| COc1ccc(N2CCN(C(CNC(=O)c3ccc4c(c3)OCO4)c3cccnc3)CC2)cc1 (stereo not given) | 0 |
| CCOc1ncccc1C(=O)OCC(=O)c1ccc(Cl)s1 | 1 |
| Cc1cc(C)n(C(=O)c2ccc(S(=O)(=O)N3CCCC3)cc2)n1 | -5 |
| CCCn1c(SCCc2ccccc2)nc2c1c(=O)[nH]c(=O)n2C | 11 |

Next structures follow:
| structure | Artemis endo inh |
| --- | --- |
| CSc1nc(Oc2cccc(C(F)(F)F)c2)cc(C(F)(F)F)n1 | -6 |
| Cc1cc(N2C(=O)CC(Cc3ccccc3)C2=O)no1 (stereo not given) | -8 |
| C[n+]1cc[nH]c1SCC(=O)c1ccccc1 | -1 |
| O=C(CN1CCN(Cc2ccccc2Cl)C1=O)NC1CCCCCC1 | -3 |
| CC(C)(C)n1nnnc1C(c1cccnc1)N1CCN(c2cccc(C(F)(F)F)c2)CC1 (stereo not given) | 2 |
| CC(C)NC(=O)c1c2c(nc3ccccc13)CCCC2 | -6 |
| O=C(NCCCN1CCOCC1)c1ccccc1-c1ccccc1 | -9 |
| O=C(OCc1nnc(-c2ccccc2)o1)c1cc(=O)c2ccccc2o1 | -3 |

(list continues)
| structure | Artemis endo inh |
| --- | --- |
| Cc1cc(C(=O)OCC(=O)Nc2cc(S(=O)(=O)N3CCOCC3)ccc2Cl)c(C)o1 | 1 |
| Cc1ccc(C(=O)/C=C/Nc2ccc3c(c2)OCO3)cc1 | -6 |
| CCc1ccc(OCc2nnc(NC(=O)c3cccs3)s2)cc1 | -7 |
| C=CCn1c(C)c(C(C)=O)c(N2CCN(c3ccccc3)CC2)nc1=S | -6 |
| Cc1cccc(-c2nnc(SCC(=O)NCc3ccc4c(c3)OCO4)n2C)c1 | -8 |
| CCOC(=O)Cc1csc(NC(=O)NC2(C(F)(F)F)Oc3cc(Cl)c(Cl)cc3O2)n1 | 15 |
| Cc1cc(C)cc(NC(=O)CN(Cc2ccccc2)S(C)(=O)=O)c1 | 6 |
| O=c1c2[nH]c3ccc(F)cc3c2ncn1CCCN1CCOCC1 | 0 |

Other compounds follow:
| structure | Artemis endo inh |
| --- | --- |
| Cc1ccc(C)c(NC(=O)CCn2nc(C)cc2C)c1 | 13 |
| Cc1no[n+]([O-])c1COc1ccccc1/C=C1\NC(=S)NC1=O | 4 |
| COc1ccc(CC(=O)N2CCc3ccccc32)cc1 | -2 |
| Cc1ccc(C(=O)Oc2oc(-c3ccco3)nc2C=Nc2ccc(Cl)cc2)cc1 | 6 |
| O=c1cc(-c2ccco2)nc(-c2cccs2)o1 | 6 |
| CCOCCCNC(=O)C(NC(=O)c1ccc(=O)[nH]c1)c1ccccc1 (stereo not given) | -10 |
| Cn1c(CC(=O)Nc2ccccc2)nnc1SCC(=O)c1ccccc1 | -9 |
| Cc1cnc(-c2nnc(N(C)C(=O)C3CCCO3)s2)cn1 (stereo not given) | 0 |

Later entries.
| structure | Artemis endo inh |
| --- | --- |
| Cc1noc(C)c1COC(=O)c1cc2c3ccccc3n(C)c2s1 | 12 |
| CC(=O)N(c1ccccc1)c1nc(C)cc(C)c1C#N | -7 |
| CCn1c(NCc2cccs2)nc2ccccc21 | 2 |
| Cc1ccc2nc(NC(=O)CSc3nc4c(c(=O)n3C)SC(C)C4)sc2c1 (stereo not given) | 21 |
| CCC1c2ccc(C)n2CCN1C(=O)Nc1cc(Cl)ccc1OC (stereo not given) | 5 |
| CC(=O)NC1=NN(C(C)=O)C(C)(c2cccs2)S1 (stereo not given) | 1 |
| COc1ccc(C(=O)Nc2c(F)c(F)c(F)c(F)c2F)c(OC)c1 | -7 |
| O=C(CCCc1ccccc1)Nc1cccnc1 | -5 |

(cont.)
| structure | Artemis endo inh |
| --- | --- |
| COC(=O)Oc1ccc(/C=N/NC(=O)CSCc2ccccc2Br)cc1OC | -2 |
| O=C1/C(=C/Nc2ccc3c(c2)OCO3)CCc2ccccc21 | 24 |
| COc1ccc(-c2nc(=S)c3c(n2CCN2CCOCC2)CC(C)(C)OC3)cc1 | -4 |
| CCC1=Nc2ccccc2NC2=C1C(=O)CCC2 | 2 |
| O=C(NCC1CCCO1)C1CCC(CNS(=O)(=O)c2ccccc2)CC1 (stereo not given) | -3 |
| CCC(C)Oc1nc(C)cc(C)c1S(=O)(=O)c1ccccc1C (stereo not given) | -1 |
| Cc1ccc(NC(=O)/C(C#N)=C/c2cccs2)c(C)c1 | 0 |
| CC1(C)Nc2ccccc2N(CC(=O)N2CCCCC2)C1=O | 1 |

Next part.
| structure | Artemis endo inh |
| --- | --- |
| COc1cc2c(C(=O)NC3CCCCCC3)cn(C)c(=O)c2cc1OC | -4 |
| O=C(CSc1ncn[nH]1)NCCCc1ccccc1 | -1 |
| Cc1nn(CC#N)c(=O)n1-c1ccc(F)cc1 | -4 |
| COC(=O)CN(c1nc(C)cc(OC)n1)S(=O)(=O)c1ccc(C)cc1 | -1 |
| Clc1ccc2nc(CSc3nnc4ccccn34)cn2c1 | 2 |
| Cc1cccc(N(CC(=O)NCc2ccc3c(c2)OCO3)C(=O)CCC(=O)Nc2ccccn2)c1 | 4 |
| CCn1c(=N)c(S(=O)(=O)c2ccc(F)cc2)cc2c(=O)n3ccccc3nc21 | -1 |
| CC1CCN(c2oc(Cc3cccc4ccccc34)nc2C#N)CC1 | 10 |

Additional structures:
compound | Artemis endo inh
COc1ccc(CNC(=O)c2ccc(S(=O)(=O)N3CCCC3)cc2)cc1OC | -5
Cc1cccc(Nc2nnc(-c3ccc(C(=O)N4C[C@H]5C[C@H](C4)c4cccc(=O)n4C5)cc3)c3ccccc23)c1 | 15
Clc1cccc(Cl)c1COc1ccncc1 | 0
CCOC(=O)c1cncc(NC(=O)c2ccccc2)c1 | -1
CCCCCCSc1nc(O)c(C2OC(=O)c3c2ccc(OC)c3OC)c(=O)n1CC (stereo not given) | 14
COc1ccc(/C=N/n2c(SC)nnc2-c2ccccc2)c(OC)c1OC | -2
CCC(c1nnnn1C1CCCC1)N(Cc1cccs1)Cc1cc2cccc(C)c2[nH]c1=O (stereo not given) | 19
CC(C)NC(=O)CSc1nnc(C2CC2)n1-c1ccccc1 | -5
Cc1nn(Cc2ccccc2)c(C)c1NC(=O)c1cc2nc(-c3ccco3)cc(C(F)(F)F)n2n1 | -2
O=C(Cn1nnc(-c2cccc(C(F)(F)F)c2)n1)N1CCCCCC1 | -10

Further records
compound | Artemis endo inh
Cc1ccc(C(=O)Cn2cnc3ccccc3c2=O)cc1 | 1
CC(=O)C1CCN(Cc2ccccc2)CC1 | -5
Cn1c(=O)n(CCc2ccccc2)c(=O)c2c1nc1n2CCCN1CCc1ccccc1 | 15
CCOC(=O)c1ccc(CSc2nnc(-c3ccncc3)n2N)cc1 | -2
Cc1cccc(C(=O)NNC2=C(C(=O)C(F)(F)F)CCC2)c1O | 7
CN(C(=O)c1ccc2c(=O)n3c(nc2c1)CCCCC3)c1ccccc1 | 7
CCOC(=O)CNC(=O)c1cnn2cccnc12 | -5
COc1cccc(Cn2nnc3c(=O)[nH]c(C4CCCN(C(=O)c5ccccc5Cl)C4)nc32)c1 (stereo not given) | 2
O=C1CC(c2ccccc2)n2nc(NS(=O)(=O)c3ccccc3)nc2N1 (stereo not given) | 2
CC(=O)c1cccc(NC(=O)c2ccc(NS(C)(=O)=O)cc2)c1 | -21

Following part:
compound | Artemis endo inh
CC([NH2+][O-])C(C)(C)NO (stereo not given) | 7
COc1ccc(NC(=O)CSc2nc3c(c(=O)[nH]2)CCC3)cc1OC | -12
COC(=O)CCC(=O)Nc1ccc(C)cc1OC(=O)CCC(=O)OC | 3
Cc1cc(C)nc(Sc2nc(C)nc3c2oc2ccccc23)n1 | -4
C/C(Cl)=C\Cn1c(NCCCn2ccnc2)nc2c1c(=O)n(C)c(=O)n2C | -2
CC(C)CNc1nc2c(c(=O)n(C)c(=O)n2C)n1Cc1cccc(Br)c1 | -9
CCOc1ccc(C=O)cc1CN1CCCCC1 | -4
CN(CC(=O)NCCc1ccccc1)S(=O)(=O)c1cccs1 | -3
CC(=O)C1=C(O)C(=O)N(C2CCCCC2)C1c1ccccc1 (stereo not given) | 5
CCN(CC)c1ccc(C(=O)OCc2cc(=O)oc3cc(O)ccc23)cc1 | 20

Later entries:
compound | Artemis endo inh
N=c1nc(SCCC(=O)O)ss1 | 18
CCS(=O)(=O)c1ccc2oc(SCC(=O)NCCC3=CCCCC3)nc2c1 | -10
Cc1cccc(N2CC(C)Cn3c2nc2c3c(=O)n(CC(=O)OCc3ccccc3)c(=O)n2C)c1 (stereo not given) | 15
C/C(=N\NC(=O)c1c(Br)c(C)nn1C)c1cccc(NC(=O)C2CCC2)c1 | 1
CCCOc1ccc(N2C(=O)CC(SC(=NC)Nc3ccc(F)cc3)C2=O)cc1 (stereo not given) | 1
O=C(CCC1CCCCC1)NCc1cccs1 | 8
CC12CCC(C(=O)NCCCn3ccnc3)(OC1=O)C2(C)C (stereo not given) | 8
O=C(COC(=O)CSc1nnc(-c2ccc(Cl)cc2)o1)NCc1ccc2c(c1)OCO2 | 10
Cc1ccc(Nc2ncnc3c2oc2ccccc23)cc1 | 1
O=C(CSc1ncnc2c1oc1ccccc12)c1cccs1 | -1

Next structures:
compound | Artemis endo inh
CSC1=N/C(=C\c2ccccc2F)C(=O)S1 | 6
Cc1nc(SCC(=O)N2CCc3ccccc32)n[nH]1 | 0
CSCCC(NS(=O)(=O)c1ccc2ccccc2c1)C(=O)O (stereo not given) | 2
CC1CCCCN1C(=O)CN1C(=O)CN(C)C(=O)c2ccccc21 (stereo not given) | 5
COc1ccccc1-n1c(=O)oc2ccc(Cl)cc2c1=O | -13
COc1ccc(C(=O)N2CCC(C(=O)Nc3ccc4c(c3)OCCO4)CC2)cc1 | 0
O=C(CC(SCCO)c1ccc(F)cc1)c1ccco1 (stereo not given) | -2
O=C(Cn1nnc(-c2cccc(C(F)(F)F)c2)n1)NC1CCCC1 | 5
CC(C)(C)NS(=O)(=O)c1ccc2nc(NC(=O)Cc3cccs3)sc2c1 | 3
Cc1cc(C)n2nc(C(=O)Nc3ccc(S(=O)(=O)N4CCCCC4)cc3)nc2n1 | -7

Continuation:
compound | Artemis endo inh
Cc1ccc(CS(=O)(=O)c2ccccc2-c2nnc(-c3ccc(Cl)cc3)o2)cc1 | -1
COc1cc(-c2nnc(-c3ccc(S(=O)(=O)c4ccccc4)cc3)o2)cc(OC)c1OC | 5
O=C(c1ccc(S(=O)(=O)N2CCCC2)cc1)N1CCCc2ccccc21 | 6
Fc1ccc(CSc2nsc(SCc3ccc(F)cc3)n2)cc1 | -1

Only part of the results is shown; rates above refer to the full screens.
